Menin MLL FP TR = qHTS Assay for Inhibitors Targeting the Menin-MLL Interaction in MLL Related Leukemias: Competition With Texas Red Labeled MLL-derived Mutant Peptide. Menin + Texas Red MLL mutant peptide, fluorescence polarization. Potency, µM (top dose mostly 61.6 µM), without a hit: at the highest dose FP activity change, negative = inhibition, hits mostly inhibitors. 0.23% of 270,000 active. AID 1768, 2009; active means well fitted inhibition curve with a large enough effect in the polarisation, with a control signal flat, not every such curve was filed as active; inconclusive means small, poorly fitted or top-dose-only effect, or effect the other way, or a change in a side signal; inactive means no such curve, though single readings can be large or run the other way; the % refers to the polarisation; further: % of control where 0% means no effect; many of its hits are not listed in these tables
Target sequence (O00255 whole entry, looked up): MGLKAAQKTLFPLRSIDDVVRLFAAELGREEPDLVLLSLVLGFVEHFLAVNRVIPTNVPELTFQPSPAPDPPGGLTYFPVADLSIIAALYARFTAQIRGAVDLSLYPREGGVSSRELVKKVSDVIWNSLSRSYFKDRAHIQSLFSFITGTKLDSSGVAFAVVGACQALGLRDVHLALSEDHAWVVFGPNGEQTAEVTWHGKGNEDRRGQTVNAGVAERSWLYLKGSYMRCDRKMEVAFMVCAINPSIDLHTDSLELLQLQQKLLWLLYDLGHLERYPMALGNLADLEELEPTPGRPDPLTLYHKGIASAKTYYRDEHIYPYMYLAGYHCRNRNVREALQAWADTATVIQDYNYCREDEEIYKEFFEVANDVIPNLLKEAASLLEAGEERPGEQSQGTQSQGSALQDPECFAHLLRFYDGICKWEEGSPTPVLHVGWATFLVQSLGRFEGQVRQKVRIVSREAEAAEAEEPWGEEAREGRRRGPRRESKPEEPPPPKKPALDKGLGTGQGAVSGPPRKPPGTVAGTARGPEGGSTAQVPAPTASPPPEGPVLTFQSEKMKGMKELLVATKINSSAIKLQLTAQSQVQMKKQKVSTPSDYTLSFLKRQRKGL
Active calls of the source: *; ? = inconclusive; [ ] = remark or other dose. Potency means the concentration at half of the fitted maximal effect.

#1 O=c1n(Cc2cc3c(cc2Cl)OCO3)c(=O)n2n1CC[C@H]1/C(=N\OCc3ccccc3)[C@H]3O[C@@H]3[C@@H](O)[C@@H]12
  Menin MLL FP TR: -5%[11.7 µM]

#2 CNc1nc(-c2ccc(N(C)C)cc2)nc2ccccc12
  Menin MLL FP TR: -21%

#3 COc1ccc2c(c1)O[C@@H](c1cccc(C(F)(F)F)c1)[C@H](OC(=O)NS(=O)(=O)c1ccc(C)cc1)C2=O
  Menin MLL FP TR: -4%

#4 Cn1cccc1C(=O)N1CCC2(CC1)CCN(C(c1ccccc1)c1ccccc1)CC2
  Menin MLL FP TR: -1%

#5 COC(=O)[C@@]1(Cc2ccc(OC)cc2)[C@H]2c3cc(C(=O)N4CCCC4)n(Cc4cc(F)c(F)c(F)c4)c3C[C@H]2CN1C(=O)c1ccccc1
  Menin MLL FP TR: -1%

#6 CSCC[C@H](NC(=O)[C@H](CC(C)C)NC(=O)[C@@H]1CCCN1C(=O)[C@H](Cc1ccccc1)NC(=O)[C@H](Cc1ccccc1)NC(=O)[C@H](CCC(N)=O)NC(=O)[C@H](CCC(N)=O)NC(=O)[C@@H]1CCCN1C(=O)[C@H](CCCCN)NC(=O)[C@@H]1CCCN1C(=O)[C@@H](N)CCCN=C(N)N)C(N)=O
  Menin MLL FP TR: 4%

#7 C#C[C@@]1(OC(C)=O)CC[C@@H]2[C@@H]3CCC4=C[C@@H](OC(C)=O)CC[C@H]4[C@H]3CC[C@]21C
  Menin MLL FP TR: -20%[24.8 µM]

#8 CCCCC[C@H](O)/C=C/[C@H]1C(=O)C=C[C@@H]1C/C=C\CCCC(=O)O
  Menin MLL FP TR: 6%

#9 N[C@@H](Cn1ccc(=O)n(Cc2ccccc2C(=O)O)c1=O)C(=O)O
  Menin MLL FP TR: -1%[24.8 µM]

#10 COC(=O)C/C=C\[C@@H](C)[C@@H](/C=N\OC[C@@H]1O[C@H](c2ccccc2)C=C[C@@H]1Oc1ccc(OC)cc1)NS(=O)(=O)c1ccc(C)cc1
  Menin MLL FP TR: -24%[11.7 µM]

#11 CC(C)CC1OC(=O)C2=CCCCC21 (stereo not drawn)
  Menin MLL FP TR: -23%

#12 COc1cccc(-c2nccc(NCc3ccc(OC)cc3OC)n2)c1
  Menin MLL FP TR: 23%

#13 CO[C@@H]1COC(=O)[C@H](C)NC(=O)[C@@H](C)COC(=O)[C@H](C)NC(=O)C/C=C\[C@H]1C
  Menin MLL FP TR: 1%[11.7 µM]

#14 COc1ccc(C2/C=C\CN(S(=O)(=O)c3ccc(C)cc3)C(Cc3ccccc3)C(=O)N2Cc2ccc(F)cc2)cc1 (stereo not drawn)
  Menin MLL FP TR: -1%

#15 CC[C@H](NC(=O)[C@H](CCCN=C(N)N)NC(=O)[C@H](Cc1c[nH]c2ccccc12)NC(=O)[C@@H](N)CS)C(=O)N[C@@H](CCCN=C(N)N)C(=O)N[C@@H](Cc1ccc(O)cc1)C(N)=O
  Menin MLL FP TR: ?

Sorted by molecular weight (largest number first): part of the list above
#7 C#C[C@@]1(OC(C)=O)CC[C@@H]2[C@@H]3CCC4=C[C@@H](OC(C)=O)CC[C@H]4[C@H]3CC[C@]21C
  Menin MLL FP TR: -20%[24.8 µM]

#9 N[C@@H](Cn1ccc(=O)n(Cc2ccccc2C(=O)O)c1=O)C(=O)O
  Menin MLL FP TR: -1%[24.8 µM]

#2 CNc1nc(-c2ccc(N(C)C)cc2)nc2ccccc12
  Menin MLL FP TR: -21%

Gathered by group: the entries above with a COOH group (2)
#8 CCCCC[C@H](O)/C=C/[C@H]1C(=O)C=C[C@@H]1C/C=C\CCCC(=O)O
  Menin MLL FP TR: 6%

#9 N[C@@H](Cn1ccc(=O)n(Cc2ccccc2C(=O)O)c1=O)C(=O)O
  Menin MLL FP TR: -1%[24.8 µM]

(list continues)
#16 COCCNC(=O)C1(C(F)(F)F)C/C(=C\CCO)CCCO1 (stereo not drawn)
  Menin MLL FP TR: -10%

#17 CC1CCC2(OC1)OC1CC3C4CC[C@@H]5CC(O)CC[C@@]5(C)C4CC(=O)[C@]3(C)C1C2C (stereo partly drawn)
  Menin MLL FP TR: 8%

#18 CC(C)[C@@H](OCc1ccccc1)[C@H](C)/C=N\OC[C@@H](O)COCc1ccco1
  Menin MLL FP TR: -15%[11.7 µM]

#19 CCCCC/C=C\CC1OC1CCCCCCCC(=O)O (stereo not drawn)
  Menin MLL FP TR: 9%

#20 C[C@H](Cc1nc2c(cnn2-c2ccccc2Cl)c(=O)[nH]1)C(F)(F)F
  Menin MLL FP TR: -2%

#21 O=C(Nc1ccc([N+](=O)[O-])cc1O)Nc1ccccc1Br
  Menin MLL FP TR: ?

#22 COc1ccc(SCC(Cc2ccccc2)N2CCN(CCc3ccccc3)CCC2=O)cc1 (stereo not drawn)
  Menin MLL FP TR: 4%

#23 COc1ccc(CNc2ncncc2-c2ccccc2C)c(OC)c1
  Menin MLL FP TR: ?

#24 C[C@]12C[C@@](C)(C=C1/C=C/c1ccc(F)cc1)C(=O)C[C@H]2c1ccc(F)cc1
  Menin MLL FP TR: 19%

#25 Cc1c(O)ccc2c1OCO2
  Menin MLL FP TR: 14%[11.7 µM]

#26 COc1cc2cc3c4c(cc(OC)c(OC)c4c2cc1OC)CCN3C
  Menin MLL FP TR: ?

#27 Nc1nc(-c2ccc(Cl)c(Cl)c2)c(-c2ccncc2)s1
  Menin MLL FP TR: -1%

#28 O=c1cnc2cnc(Oc3ccccc3)nc2n1Cc1ccc(F)cc1
  Menin MLL FP TR: 12%

#29 Cc1noc(C)c1-c1ccc2ncnc(N3CCOCC3)c2c1
  Menin MLL FP TR: -2%

#30 CC(C)c1cc(C(C)C)c(S(=O)(=O)Nc2cccc3cccnc23)c(C(C)C)c1
  Menin MLL FP TR: -3%

#31 CO[C@H]1COC(=O)[C@@H](Cc2ccccc2)NC(=O)[C@@H](C)COC(=O)C/C=C\[C@@H]1C
  Menin MLL FP TR: 24%[11.7 µM]

#32 CCCC/C=C/[C@H](c1ccccc1)[C@H](CO)Cc1ccccc1
  Menin MLL FP TR: -24%

#33 CC(=O)OC[C@H]1O[C@@H](ON=C(C)C)[C@H](OC(C)=O)[C@@H](OC(C)=O)[C@H]1OC(C)=O
  Menin MLL FP TR: 0%[11.7 µM]

#34 O=c1c(-c2cc(F)cc(F)c2)nc2cnc(N3CCOCC3)nc2n1CCc1ccccc1
  Menin MLL FP TR: -12%

#35 COC/C=C/C1=CC2=CC(=O)C(C)(OC(=O)CCc3ccccc3)C(=O)C2=CO1 (stereo not drawn)
  Menin MLL FP TR: 1%

#36 CC(C)C[C@H](NC(=O)[C@H](CCCCN)NC(=O)[C@H](CCCNC(=N)N)NC(=O)[C@H](C)NC(=O)[C@H](CO)NC(=O)[C@H](CCCCN)NC(=O)[C@H](CCCNC(=N)N)NC(=O)[C@H](C)NC(=O)CNC(=O)[C@@H](NC(=O)[C@H](Cc1ccccc1)NC(=O)CNC(=O)CNC(=O)[C@@H](N)Cc1ccccc1)[C@@H](C)O)C(=O)N[C@@H](C)C(=O)N[C@@H](CC(N)=O)C(=O)N[C@@H](CCC(N)=O)C(=O)O
  Menin MLL FP TR: -19%

#37 CC(=O)OC[C@@H]1O[C@@H](O/N=C2/C[C@@H](O)[C@@H](O)[C@@H]3[C@@H]4C(=O)N(C(C)(C)C)C(=O)[C@H]4CC[C@H]23)[C@H](OC(C)=O)[C@H](OC(C)=O)[C@@H]1OC(C)=O
  Menin MLL FP TR: 0%[11.7 µM]

#38 Cc1c(C(=O)N(C)C2CCCCC2)sc2nc3ccc(N)cc3n12
  Menin MLL FP TR: -13%

#39 N[C@H](C(=O)O)c1ccc(C(=O)O)cc1
  Menin MLL FP TR: 7%[24.8 µM]

#40 CC[C@H](C)[C@H](NC(=O)[C@H](CCC(=O)O)NC(=O)[C@H](C)NC(=O)[C@@H](NC(=O)[C@H](Cc1cnc[nH]1)NC(=O)[C@@H](NC(=O)[C@H](CCC(=O)O)NC(=O)[C@H](C)NC(=O)[C@@H](NC(=O)[C@H](CC(C)C)NC(=O)[C@H](Cc1cnc[nH]1)NC(=O)[C@H](Cc1cnc[nH]1)NC(=O)[C@H](CC(C)C)NC(=O)[C@H](Cc1c[nH]c2ccccc12)NC(=O)[C@H](Cc1ccccc1)NC(=O)[C@H](CCCNC(=N)N)NC(=O)[C@H](CCCNC(=N)N)NC(=O)[C@H](CCCNC(=N)N)NC(=O)[C@H](CC(C)C)NC(=O)[C@H](CC(=O)O)NC(=O)[C@H](CCC(N)=O)NC(=O)[C@@H](NC(=O)[C@H](CO)NC(=O)[C@H](CCCCN)NC(=O)CNC(=O)[C@H](CCCCN)NC(=O)[C@H](CC(=O)O)NC(=O)[C@H](Cc1cnc[nH]1)NC(=O)[C@H](CC(C)C)NC(=O)[C@H](CC(C)C)NC(=O)[C@H](CCC(N)=O)NC(=O)[C@@H](NC(=O)[C@H](CCC(=O)O)NC(=O)[C@H](CO)NC(=O)[C@@H](NC(=O)[C@H](C)N)C(C)C)[C@@H](C)CC)[C@@H](C)CC)[C@@H](C)CC)[C@@H](C)CC)[C@@H](C)O)C(=O)O
  Menin MLL FP TR: -2%

#41 CO[C@@H]1COC(=O)C/C=C\[C@@H](C)[C@H](OC)COC(=O)C/C=C\[C@H]1C
  Menin MLL FP TR: -17%[11.7 µM]

#42 CCOC(=O)CCCCC1=CC2=CC(=O)C(C)(O)C(=O)C2=CO1 (stereo not drawn)
  Menin MLL FP TR: ?

#43 Cc1cnc(CNc2ncncc2-c2ccccc2C(F)(F)F)cn1
  Menin MLL FP TR: -5%

#44 CC(C)CN1CCCC2(CCN(C(=O)c3cnccn3)CC2)C1
  Menin MLL FP TR: 4%

#45 N#C/C(=C\c1ccc(O)c(O)c1)C(=O)OCCc1cccs1
  Menin MLL FP TR: ?

Retrieved by structure from above (3):
#39 N[C@H](C(=O)O)c1ccc(C(=O)O)cc1
  Menin MLL FP TR: 7%[24.8 µM]

#41 CO[C@@H]1COC(=O)C/C=C\[C@@H](C)[C@H](OC)COC(=O)C/C=C\[C@H]1C
  Menin MLL FP TR: -17%[11.7 µM]

#45 N#C/C(=C\c1ccc(O)c(O)c1)C(=O)OCCc1cccs1
  Menin MLL FP TR: ?

The list continues.
#46 O=C(c1ccncc1)N1CCC[C@@]2(CCN(Cc3ccccc3)C2)C1
  Menin MLL FP TR: -6%

#47 CN(C)c1ncc2nc(-c3cccc(C#N)c3)c(=O)n(C[C@H]3CCCO3)c2n1
  Menin MLL FP TR: 2%

#48 Cc1c(CC(C)(C)C(=O)O)n(Cc2ccc(Cl)cc2)c2ccc(F)cc12
  Menin MLL FP TR: 3%[24.8 µM]

#49 O=C(Nc1ccccc1)N1CCCC2(CCN(C(=O)c3cnccn3)CC2)C1
  Menin MLL FP TR: -6%

#50 C[C@@]12CC[C@@H]3c4ccc(O)cc4C[C@H](CCCCCCCCCS(=O)CCCC(F)(F)C(F)(F)F)[C@H]3[C@@H]1CC[C@@H]2O (stereo partly drawn)
  Menin MLL FP TR: -9%[24.8 µM]

#51 COC(=O)[C@@]1(Cc2ccccc2)[C@H]2c3cc(C(=O)N(C)C)n(Cc4ccc(S(C)(=O)=O)cc4)c3C[C@H]2CN1C(=O)c1ccccc1
  Menin MLL FP TR: -2%

#52 CCNc1ncc2nc(-c3cccs3)c(=O)n(Cc3ccc(F)cc3)c2n1
  Menin MLL FP TR: -9%

#53 CCNc1ncc2nc(-c3ccc(Cl)cc3)c(=O)n(C3CC3)c2n1
  Menin MLL FP TR: 5%

#54 Cc1cccc(CNc2cc(-c3cccc(C#N)c3)ncn2)c1
  Menin MLL FP TR: 7%

#55 CC(=O)Nc1ccn(C2CC3OCC(NC(=O)C(NC(=O)OC(C)(C)C)C(C)OCc4ccccc4)C3O2)c(=O)n1 (stereo not drawn)
  Menin MLL FP TR: 5%

#56 O=c1c(-c2ccc(F)cc2)nc2cnc(N3CCOCC3)nc2n1C[C@H]1CCCO1
  Menin MLL FP TR: 17%

#57 CCCCc1nc2c(c3c1C[C@H](C)OC3)CN(S(=O)(=O)c1ccc(C)cc1)CC2
  Menin MLL FP TR: -19%[11.7 µM]

#58 CCOC(=O)CC(C(=O)OCC)C1CCCCC1=O (stereo not drawn)
  Menin MLL FP TR: 4%

Five entries from above, with tabs.
cpd	canonical_smiles	Menin MLL FP TR
52	CCNc1ncc2nc(-c3cccs3)c(=O)n(Cc3ccc(F)cc3)c2n1	-9%
53	CCNc1ncc2nc(-c3ccc(Cl)cc3)c(=O)n(C3CC3)c2n1	5%
54	Cc1cccc(CNc2cc(-c3cccc(C#N)c3)ncn2)c1	7%
55	CC(=O)Nc1ccn(C2CC3OCC(NC(=O)C(NC(=O)OC(C)(C)C)C(C)OCc4ccccc4)C3O2)c(=O)n1 (stereo not drawn)	5%
56	O=c1c(-c2ccc(F)cc2)nc2cnc(N3CCOCC3)nc2n1C[C@H]1CCCO1	17%

These rows are one share of the data, so the mix of outcomes need not match the whole.
